NR2E3 ag-1 – agonists of human NR2E3 nuclear receptor | Q9Y5X4 | CHO-S Gal4-NCOR/VP16-NR2E3 two-hybrid, luciferase | inhibition of corepressor binding, % at 3.98 µM | actives 0.35% (n = 360,000) | AID 602229;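 active = inhibition above the mean of all tested compounds plus 3 SD, cut at about 70% in these data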;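 also: 0% = DMSO with NR2E3 transfected cells and 100% = cells lacking NR2E3 construct; higher means lower luciferase signal from less NR2E3 corepressor binding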
Target sequence (Q9Y5X4 whole entry, looked up, the tested form may be a part): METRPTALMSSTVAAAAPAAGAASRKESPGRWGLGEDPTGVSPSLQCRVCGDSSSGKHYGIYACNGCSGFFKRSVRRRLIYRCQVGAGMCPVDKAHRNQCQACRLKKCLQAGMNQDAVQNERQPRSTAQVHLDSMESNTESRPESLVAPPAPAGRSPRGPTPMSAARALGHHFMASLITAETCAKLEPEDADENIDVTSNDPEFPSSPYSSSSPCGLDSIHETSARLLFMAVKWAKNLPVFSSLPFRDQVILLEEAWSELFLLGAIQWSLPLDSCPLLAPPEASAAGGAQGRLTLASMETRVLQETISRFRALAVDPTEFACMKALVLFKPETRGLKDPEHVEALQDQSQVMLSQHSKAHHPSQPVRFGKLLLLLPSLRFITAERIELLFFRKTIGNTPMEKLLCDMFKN
Peg3 promoter – inhibitors of Peg3 promoter; AID 588405; HeLa PEG-Prom luciferase reporter, luminescence, overnight; inhibition, % at 20 µM; actives 1.7% (n = 360,000);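 active = inhibition of at least 50% at 20 µM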
CaV13 ICDI inh – Disruptors of the CACNA1D IQ motif to Ca2+-dependent inactivation inhibitor domain association, primary screening, Förster resonance energy transfer in intact living …. HEK cells, CFP/YFP FRET ICDI-IQ, plate reader, 10 min; percent FRET-ratio fall versus neutral wells. actives 0.098% (n = 340,000). inhibition, % at 12.3 µM. AID 743397;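 active = mean replicate inhibition of at least 30% and at least 1% of replicates passing that level; inconclusive = only one of the two criteria is met; inactive = neither criterion is met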;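 also: 0% = median of the neutral control wells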
aDG glyco act – alpha-DG glycosylation activation. Pro5-aDG cells, alpha-DG glycosylation AlphaScreen (IIH6); 0% Pro5, 100% B10-LARGE cell signal. activation, % at 10 µM. actives 0.22% (n = 360,000);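 active = activation of at least 8% versus controls, or a plate z-score of at least 8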;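 also: Pro5 are CHO cells carrying HIG-tagged alpha-DG that lacks glycosylation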
Granule exo inh – lytic granule exocytosis inhibition | TALL-104 LAMP-1 surface exposure, flow cytometry; cells stimulated with thapsigargin and PMA | inhibition, % at 10 µM | actives 0.66% (n = 360,000);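 active = inhibition above about 55%, limit read from the data; inconclusive = no clear call, values can overlap the other calls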
Vif inh – HIV Vif inhibition; HEK293T cells, Vif self-association by quenched fluorescence, imaging, 24 h; inhibition, % at 7.49 µM; actives 0.35% (n = 340,000); AID 602346; in the data active = inhibition above about 50%, passing the limit was not always enough; inconclusive = no clear call, values can overlap the other calls; inactive = below about 31%; also: some results filed as inactive read as strong as hits
MITF TRPM1 inh – reduces MITF-dependent TRPM1 promoter luciferase signal | SK-MEL-5 TRPM1 promoter luciferase, 24 h | inhibition, % at 12.5 µM | actives 0.83% (n = 330,000) | AID 488899;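 active = mean inhibition across replicates of 60% or more, whatever share of single replicates reaches that level; inconclusive = some that reach 60%, reason not given; inactive = mean inhibition across replicates below 60%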; also: values of inactives mirror those of a sister screen read the other way
HIF-2a inh – HIF-2a inhibition. inhibition, % at 18.8 µM. AID 624352. actives 0.72% (n = 360,000). 786-0 RCC cells HIF-2a reporter, luciferase luminescence, overnight;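 active = inhibition of the luminescence signal of 40% or more relative to plate controls, in a single-dose primary screen at 18.75 µM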
NR2E3 ag-2 – agonists of human nuclear receptor NR2E3 | Q9Y5X4 | GST-NR2E3/biotin-RetCOR TR-FRET, 1536-well | inhibition of corepressor binding, % at 4.78 µM | actives 0.12% (n = 320,000) | AID 2300;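 active = percent inhibition above the cutoff of mean plus 3 SD of all tested compounds, set per screening campaign, cut at about 20% in these data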;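 also: 0% = DMSO wells and 100% = biotin wells as full block of FRET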
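Material: NR2E3–RetCOR corepressor complex / Amount: 1.35 nM GST-NR2E3 / Medium: Tris pH 7.5 / Compound: single nominal compound dose of 4.8 µM / Incubation: 5 h at 4 °C / Technique: TR-FRET, Eu(K)-anti-GST donor, streptavidin-D2 acceptor, ex 340, em 617/671 nm / Read-out basis: percent loss of FRET ratio relative to control wells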
PDI inh – inhibitors of human protein disulfide isomerase; P07237; PDI insulin aggregation turbidity, A650, 90 min; inhibition, % at 10 µM; actives 0.052% (n = 350,000); AID 588391;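 active = mean inhibition across replicates of 30% or more, whatever share of single replicates reach that level; inconclusive = mean inhibition below 30% while every single replicate reaches 30%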;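 also: absorbance from insulin aggregation driven by PDI reduction with DTT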
Target sequence (P07237 whole entry, looked up): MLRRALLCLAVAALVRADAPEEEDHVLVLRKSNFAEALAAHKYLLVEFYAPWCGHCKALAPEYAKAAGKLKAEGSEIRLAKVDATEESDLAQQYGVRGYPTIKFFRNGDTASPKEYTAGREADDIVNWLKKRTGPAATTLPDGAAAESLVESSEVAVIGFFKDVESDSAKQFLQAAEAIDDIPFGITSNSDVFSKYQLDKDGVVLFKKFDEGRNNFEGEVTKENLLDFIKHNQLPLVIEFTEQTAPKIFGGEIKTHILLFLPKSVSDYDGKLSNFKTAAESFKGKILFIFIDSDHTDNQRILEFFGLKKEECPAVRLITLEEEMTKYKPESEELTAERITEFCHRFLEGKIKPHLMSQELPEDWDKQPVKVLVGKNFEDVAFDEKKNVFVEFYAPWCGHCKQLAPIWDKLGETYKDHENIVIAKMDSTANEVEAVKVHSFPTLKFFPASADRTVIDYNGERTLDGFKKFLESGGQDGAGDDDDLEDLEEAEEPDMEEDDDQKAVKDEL
hiPSC survival – increases survival of single human iPS cells; hiPSC single-cell survival, ATPlite luminescence; 100% = ROCK inhibitor wells, 0% = DMSO; actives 0.044% (n = 360,000); survival enhancement, % at 20 µM; AID 602274; in the data active = survival enhancement above about 18%;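 also: cells exposed to compounds for 16 hours before the ATP read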
* marks the source's active call; other numbers are inactive results; u = inconclusive; x = not tested or not shown. Random draw from the library; overall some 3.5% were active at least once.

Values run as follows: NR2E3 ag-1	hiPSC survival	aDG glyco act	Peg3 promoter	MITF TRPM1 inh	HIF-2a inh	PDI inh	CaV13 ICDI inh	Granule exo inh	Vif inh	NR2E3 ag-2
#1 Cc1cc(SCC(=O)NC(=O)NCc2ccco2)nc2c(C)cccc12
  -14	0.2	0.5	12	10	20	6	-5	2	-2	1
#2 Cn1ncc2c(Nc3cccc(C(=O)O)c3)ncnc21
  -19	-0.5	0.0	2	1	17	4	x	-2	4	-1
#3 CCCCCCCC(=O)NNC(=O)c1c(O)c2ccccc2n(CCC)c1=O
  5	-0.3	-0.2	0	2	23	0	-2	0	x	0
#4 CC(Sc1nnc(C2CC2)n1C1CC1)C(=O)c1ccc(Br)cc1 (stereo unspecified)
  6	-0.5	0.0	-6	-10	7	-6	-6	1	-2	x
#5 COC(=O)[C@]12CCCCC=C1N(Cc1ccc(Cl)cc1Cl)C(=O)[C@H](CC(=O)NCc1cccs1)C2
  -7	0.1	0.2	x	x	-7	x	-10	-1	x	x
#6 C=CC#CC[N+]1(CC#Cc2ccccc2)CCOCC1
  27	4.5	-0.1	-5	11	2	7	-4	-1	-8	x
#7 CCn1c(SCC(=O)N/N=C/C(C)=C\c2ccco2)nnc1-c1ccccc1
  4	2.5	-0.1	-4	-2	-12	-19	4	2	4	1
#8 O=S(=O)(c1ccc2ccccc2c1)N(CC(O)COCc1ccco1)c1ccccc1 (stereo unspecified)
  6	13	0.0	24	6	-3	-3	-9	36	2	2
#9 CCOc1ccc(NC(=O)CCCN2C(=S)NC(C)(C)CC2C)cc1 (stereo unspecified)
  -2	-0.9	0.2	-1	-11	14	10	-2	2	-1	2
#10 Cc1cc(C)c2nc3c(c(C(=O)O)c2c1)CCC3
  -22	-2.1	0.4	14	3	13	4	-4	4	3	3
#11 Cc1cccc2cc(CN(Cc3ccco3)C(=O)Nc3cccc(C#N)c3)c(Cl)nc12
  -7	4.3	0.8	30	4	6	-3	-7	3	-11	4
#12 COc1cc(CC(=O)N2CCN(S(=O)(=O)c3ccc(C)cc3)CC2)cc(OC)c1OC
  6	-0.4	0.0	21	-7	5	17	-5	8	-3	x
#13 CN(CCCC(=O)N1CCN(c2ncccn2)CC1)S(=O)(=O)c1ccc(F)cc1
  -14	-0.3	-0.1	-4	x	12	-1	-2	1	6	x
#14 COc1cccc(NC(=O)CCCOc2cc(=O)n(C)c3ccccc23)c1
  -16	2.3	0.0	-15	3	-26	0	-4	-2	10	0
#15 Cc1ccc(-n2nnnc2SCC(=O)N(CC(C)C)c2c(N)n(CC(C)C)c(=O)[nH]c2=O)cc1
  -3	-0.9	0.1	8	13	14	0	-1	0	0	1

More entries follow:
Values run as follows: NR2E3 ag-1	hiPSC survival	aDG glyco act	Peg3 promoter	MITF TRPM1 inh	HIF-2a inh	PDI inh	CaV13 ICDI inh	Granule exo inh	Vif inh	NR2E3 ag-2
#16 CN(C)S(=O)(=O)c1ccc(N2CCCC2)c(C(=O)Nc2ccccc2OC(F)F)c1
  18	2.1	-0.5	18	3	8	10	-2	2	0	-1
#17 CCOc1ccc(N2CC(C(=O)Nc3cccc(C(=O)NC4CC4)c3)CC2=O)cc1 (stereo unspecified)
  3	0.3	-0.2	1	5	-1	10	-6	1	-5	6
#18 CN(CC(=O)N1CC=C(c2ccccc2)CC1)S(=O)(=O)c1cnc[nH]1
  4	-0.9	0.0	10	4	14	-5	x	1	9	4
#19 O=C(Nc1nc(-c2ccccc2)cs1)C1CCCN(S(=O)(=O)c2cccc([N+](=O)[O-])c2)C1 (stereo unspecified)
  7	-1.4	0.6	9	19	4	2	-6	-3	-3	3
#20 COc1ccc(NS(=O)(=O)c2ccc(N)c(C(=O)O)c2)cc1
  -8	-3.0	-0.1	-3	-4	19	0	x	-1	-39	4
#21 CN(C)S(=O)(=O)c1cccc(NC(=S)NC23CC4CC(CC(C4)C2)C3)c1
  10	-0.5	-0.1	27	1	19	-7	-2	20	-6	8
#22 COCCN(Cc1cc2ccc(C)cc2[nH]c1=O)S(=O)(=O)c1ccccc1
  -26	-0.1	0.0	13	5	7	-12	-19	-7	13	1
#23 COc1cc2c(cc1NC(=S)Nc1cccc(C(F)(F)F)c1)oc1ccccc12
  -13	-2.1	-0.2	1	11	-33	-1	-4	-1	1	-3
#24 Cc1cccc(C)c1NC(=O)CNC(=O)C1COc2ccccc2O1 (stereo unspecified)
  10	-0.1	0.0	12	x	12	-10	-6	2	-3	0
#25 COc1ccccc1-c1cc(C(F)(F)F)nc(N2CCN(c3ccc(F)cc3)CC2)n1
  -6	2.5	-0.1	17	-1	-17	-6	-4	3	-5	-3
#26 CCC1(C)Cc2ccccc2-c2nc3n(c(=O)c21)CCS3 (stereo unspecified)
  4	-1.3	0.0	12	-8	12	2	-5	-3	-11	7
#27 CC(C)Oc1cccc(C(=O)NC(=S)Nc2cccnc2)c1
  -20	-0.2	0.8	-188	-32	-162	3	-5	1	-1	3
#28 CCc1noc(C)c1C(=O)Nc1nc2ccc(F)cc2s1
  -99	-0.3	-0.3	-212	-57	-239	2	-7	-5	-4	1
#29 CCN(CC)C(=O)c1cccc(NC(=O)c2cc(-c3ccccn3)nc3ccccc23)c1
  13	0.0	-0.2	44	5	2	3	-3	6	0	2
#30 CN(Cc1cnn(-c2ccc(F)cc2)c1)Cc1nc(Cc2ccccc2)no1
  -11	-0.9	0.0	18	5	16	15	5	0	3	-1

Carrying on:
Values run as follows: NR2E3 ag-1	hiPSC survival	aDG glyco act	Peg3 promoter	MITF TRPM1 inh	HIF-2a inh	PDI inh	CaV13 ICDI inh	Granule exo inh	Vif inh	NR2E3 ag-2
#31 C[C@@H]1CC[C@H](O)/C=C/C(=O)O[C@H](C)CC[C@H](O)/C=C/C(=O)O1
  -17	-2.6	2.3	4	16	-4	x	x	15	2	2
#32 COc1ccc(N2C(=O)[C@@H]3Cc4ccccc4CN3C2=O)cc1
  0	4.6	0.1	-27	-7	-48	-1	x	-1	5	-1
#33 CCOC(=O)c1cc(-c2ccccc2)nn1Cc1cc(C)no1
  -56	-0.9	0.1	-223	-86	-204	5	-6	12	-6	-1
#34 Cn1c(=O)c2c(nc(N3CCOCC3)n2CCc2ccccc2)n(C)c1=O
  -12	-0.4	0.4	10	-3	18	2	1	-1	-7	0
#35 CN1C(=O)C2(OCCCO2)c2ccccc21
  16	-0.4	0.1	17	10	10	1	-3	3	-5	4
#36 O=C(/C=C/c1ccc(Br)o1)OCc1ccccc1
  -10	-0.8	-0.3	-8	-1	-33	2	x	0	2	0
#37 O=C(OCn1nnc2ccccc2c1=O)C1COc2ccccc2O1 (stereo unspecified)
  19	-0.2	-0.3	16	-4	2	4	-7	-9	-8	1
#38 CCN1CCN(c2ccc(NC(=O)c3ccco3)cc2Cl)CC1
  -33	1.1	0.0	-209	-58	-156	0	-4	6	10	0
#39 CCOC(=O)c1ccc(NC(=S)NC(=O)COc2ccccc2)cc1
  -31	2.2	-0.1	6	-2	-8	1	-2	0	-1	-3
#40 Fc1c(F)c(F)c(N/N=C/c2c[nH]c3ccccc23)c(F)c1F
  -7	-3.1	1.6	42	-1	-120	-5	-12	-6	12	-3
#41 Cc1ccc(NC(=O)Nn2cnnc2)cc1
  24	0.1	-0.1	5	-1	-2	6	x	-3	6	x
#42 COc1ccc(C2N=C(N)N=C(N)N2c2ccccc2)cc1OC (stereo unspecified)
  -6	2.8	-0.2	-19	-6	-15	-6	x	-2	u	2
#43 Oc1ccc(-c2nccc(-c3ccc(Cl)cc3Cl)n2)cc1
  10	-0.9	0.7	-14	-19	-18	5	-3	-2	5	1
#44 O=C1c2ccccc2C(=O)N1CCCON1C(=O)c2ccccc2C1=O
  -14	0.0	-0.3	4	0	10	-5	-3	-2	-3	0
#45 N#CC1=C(N)OC2=C(C(=O)CCC2)C1c1ccc(OC(=O)N2CCOCC2)cc1 (stereo unspecified)
  -15	-0.2	-0.2	13	1	-5	-5	-8	-5	-1	1

New compounds follow:
Values run as follows: NR2E3 ag-1	hiPSC survival	aDG glyco act	Peg3 promoter	MITF TRPM1 inh	HIF-2a inh	PDI inh	CaV13 ICDI inh	Granule exo inh	Vif inh	NR2E3 ag-2
#46 CCc1ccc(OCC(=O)Nc2cc(S(=O)(=O)CC)ccc2O)cc1
  -7	-1.8	0.0	-6	-9	-30	4	-7	-3	-5	2
#47 CC(C)(C)c1ccc(/C=N/Nc2nncn2N)cc1
  -25	-0.4	0.0	-37	-8	-52	-8	-4	-11	-5	x
#48 CCOc1ccc(C(=O)Nn2cnnc2)cc1
  2	4.5	0.0	1	-3	15	6	x	1	11	-1
#49 Cc1cccc(C(=O)NNS(=O)(=O)c2ccc(F)cc2)c1O
  10	0.0	-0.1	10	-10	20	6	11	-6	-2	x
#50 O=C(CC1SC(N2CCCCC2)=NC1=O)Nc1cccc(C(=O)N2CCCC(C(F)(F)F)C2)c1 (stereo unspecified)
  -1	-0.8	-0.2	-7	7	-13	5	-5	-1	-7	x
#51 O=C(NC(N1CCCCCC1)C(Cl)(Cl)Cl)c1ccccc1Cl (stereo unspecified)
  -23	1.1	-0.3	-6	6	15	0	-5	-1	-1	-3
#52 O=C(NCc1ccco1)C1CCCN1C(=O)Nc1ccc(Br)cc1 (stereo unspecified)
  -9	-0.4	0.0	17	-3	9	-4	-6	2	14	x
#53 Clc1ccc(-n2nnc(-c3cccnc3Cl)n2)cc1Cl
  -47	-1.6	-0.2	-245	-84	-312	-1	-6	-2	-4	3
#54 COc1ccccc1NC(=O)CCCC(=O)OC(C)C(=O)c1ccccc1 (stereo unspecified)
  3	6.3	-0.1	9	-14	-13	-2	-3	21	1	2

Source: PubChem BioAssay (several laboratories)
